Tb PYK inh: blocks Trypanosoma brucei pyruvate kinase; Q57TT1; TbPYK enzyme, Kinase-Glo Plus ATP luminescence, 45 min; Potency, µM (doses to about 76.8 µM), inactives show top-dose activity, negative = inhibition, actives largely listed as inhibitors; 0.12% of 410,000 active; AID 624173; note: potency is the fitted concentration of half-maximal effect; % is set by controls: 0 for no effect and ±100 for the full control effect; nearly all actives have a fitted effect of over 50% in size
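Enzyme and substrate buffer are dispensed first and compound is pin-transferred. ADP at 130 uM final then starts the reaction, which runs 45 min at room temperature. Detection reagent is added for 10 min before luminescence is imaged.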
AmpC no deterg: AmpC beta-lactamase inhibition without detergent. P00811. AmpC nitrocefin hydrolysis, absorbance 480 nm, 0.0001% Triton. Potency, µM (highest dose often 57.1 µM), inactives show at the top dose activity change, negative = inhibition, hits mostly inhibitors. 0.52% of 330,000 active. AID 485341;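 note: potency is the fitted concentration of half-maximal effect; plate controls were no compound for no effect and no enzyme for full effect; nearly all actives have a fitted effect of over 20% in size; some results filed as inactive show a strong effect at the top dose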
Target sequence (P00811 whole entry, looked up): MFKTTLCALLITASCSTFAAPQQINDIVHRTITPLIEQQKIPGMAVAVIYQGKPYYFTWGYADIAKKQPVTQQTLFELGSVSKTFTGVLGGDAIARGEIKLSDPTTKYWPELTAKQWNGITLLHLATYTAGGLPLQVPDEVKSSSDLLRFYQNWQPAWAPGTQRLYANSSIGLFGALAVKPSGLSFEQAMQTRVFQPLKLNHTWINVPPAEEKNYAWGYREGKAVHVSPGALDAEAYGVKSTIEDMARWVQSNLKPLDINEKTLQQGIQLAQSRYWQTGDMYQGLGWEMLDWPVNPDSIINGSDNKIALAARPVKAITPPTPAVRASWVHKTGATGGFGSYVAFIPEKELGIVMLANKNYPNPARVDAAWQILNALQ
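20 mM phosphate pH 7.0 + 0.01% (detergent screen) or 0.0001% Triton X-100; 5.3 nM AmpC reagent; cpd preinc 15 min RT; nitrocefin (800 uM stock) to start; A480 q20 s × 4 min; Activity was normalised to no-enzyme and no-compound control wells.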
Pf growth 48h: P. falciparum growth inhibition at 48 hours (one generation); P. falciparum luciferase growth in erythrocytes, 48 h; Potency, µM (series often up to 28.7 µM), without a hit: at the top dose activity change, negative = inhibition, most hits filed as inhibitors; 5.9% of 310,000 active; note: potency is the fitted concentration of half-maximal effect; % is set by controls: 0 for no effect and ±100 for the full control effect
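First compound was added to culture medium, then infected red cells at 0.1% parasitemia and 2% hematocrit (final). After incubation at 37 C under 5% CO2, luciferase detection reagent was dispensed and light output recorded.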
LmPK inhibitor: LmPK (Leishmania mexicana) enzyme inhibition | Q27686 | purified LmPK, Kinase-Glo ATP luminescence, 1 h | Potency, µM (series often up to 57.5 µM), inactives show at the top dose activity change, negative = inhibition, hits mostly inhibitors | 0.37% of 290,000 active; note: potency is the fitted concentration of half-maximal effect; % is set by controls: 0 for no effect and ±100 for the full control effect
Target sequence (Q27686 whole entry, looked up): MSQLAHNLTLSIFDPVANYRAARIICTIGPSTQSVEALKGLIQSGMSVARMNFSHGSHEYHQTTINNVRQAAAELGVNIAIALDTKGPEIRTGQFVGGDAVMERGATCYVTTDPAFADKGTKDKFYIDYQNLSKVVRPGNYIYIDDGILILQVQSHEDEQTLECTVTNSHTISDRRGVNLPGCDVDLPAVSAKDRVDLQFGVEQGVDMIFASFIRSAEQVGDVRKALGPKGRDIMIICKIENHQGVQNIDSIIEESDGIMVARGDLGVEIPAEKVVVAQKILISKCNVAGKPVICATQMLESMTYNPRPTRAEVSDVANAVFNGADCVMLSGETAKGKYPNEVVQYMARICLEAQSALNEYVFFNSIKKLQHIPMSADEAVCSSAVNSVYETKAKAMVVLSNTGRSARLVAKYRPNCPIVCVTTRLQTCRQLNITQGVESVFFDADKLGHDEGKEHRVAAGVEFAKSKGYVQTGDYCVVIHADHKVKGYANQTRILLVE
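ATP generated from ADP (0.1 mM) and PEP (0.5 mM) by 0.1 nM LmPK over 1 h at room temperature (pH 7.2 imidazole buffer) was detected by coupled luciferase luminescence. Values were normalized to uninhibited and no-enzyme wells.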
Pf growth 96h: P. falciparum growth inhibition at 96 hours | 6.9% of 320,000 active | P. falciparum luciferase reporter growth, 96 h | Potency, µM (doses to about 28.7 µM), for the others: at the highest dose activity change, negative = inhibition, most hits filed as inhibitors; note: potency is the fitted concentration of half-maximal effect; % is set by controls: 0 for no effect and ±100 for the full control effect
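Infected RBCs, 2% Hct / 0.05% parasitemia final; luciferase-reporter P. falciparum; cpd 96 h, 37 C, 5% CO2; luciferase detection reagent; luminescence.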
CHX counter: counter-screen for Shiga toxin inhibitors: cycloheximide protein synthesis inhibition; max response, %; 12% of 300,000 active; cell reporter, cycloheximide protein synthesis inhibition counterscreen; AID 2314; in the data active = max response mostly above about 13%, no sharp cut-off; inactive = mostly below about 14%; note: read at 38.3 µM for the half of the compounds with a filed dose; 0% is about no effect
Shiga toxin inh: inhibitors of Shiga toxin in Vero cells | 9.2% of 290,000 active | Vero cells, Shiga toxin protein synthesis inhibition reporter | AID 2315 | inhibition, % at 38.7 µM; in the data active = inhibition mostly above about 28%, no sharp cut-off; inactive = mostly below about 43%; note: 0% is about no effect
* = called active by the depositor; ? = inconclusive; / = not tested or not shown; [ ] = dose if it differs, or a comment. Unless noted, calls come from the whole dose curve; as a rule, active = well fitted curve in the direction sought with a large enough effect; inconclusive = small, poorly fitted or top-dose-only effect, or another doubt; inactive = no such curve, though single readings can be large; an effect the other way counts as inactive or inconclusive.

molecule	Tb PYK inh	AmpC no deterg	Pf growth 48h	LmPK inhibitor	Pf growth 96h	CHX counter	Shiga toxin inh
C/C(=N\NC(=O)CSc1nnc(C)s1)c1ccc(O)cc1	1.1%	-17.5%	52.1%[activator]	-11.2%	3.0%	1.2	10.1
CCOCCCNC(=O)C1(O)c2ccccc2NC(=O)N1c1ccc(Cl)cc1 (stereo not drawn)	-3.1%	-20.9%	0.8%[0.00184 µM]	-1.4%	?	11.5	64.5
Cc1ccc(N2C(=O)/C(=C/c3ccc(CN(CCC#N)S(C)(=O)=O)o3)C(=O)NC2=S)cc1	?	-27.3%	24.0%	15.0%	?	1.7	-9.7
COc1ccc(/C=C(/NC(=O)c2ccccc2)C(=O)NCc2ccncc2)cc1	-0.6%	0.8%	48.0%[activator]	0.3%	52.7%[activator]	-1.5	-4.2
CC1Cc2ccccc2N1C(=O)COC(=O)c1ccccc1NCCO (stereo not drawn)	-20.3%	-6.0%	-3.0%	/	?	/	/
CCCCNC(=S)N(C)/N=C/c1ccccc1F	5.3%	-12.4%	18.4%	-4.0%	53.6%[activator]	7.1	30.3
CCN(C(=O)CSc1ncnc2sccc12)c1c(N)n(Cc2ccccc2)c(=O)[nH]c1=O	1.8%	18.3%	3.4%	/	-7.5%	/	/
CCC(Oc1ccccc1)C(=O)NC1CCSC1=O (stereo not drawn)	-8.4%	-24.7%	18.7%	3.7%	-0.6%	-5.0	-6.9
CCN(CC)S(=O)(=O)c1ccc(NC2c3ncccc3C(=O)N2Cc2ccccc2)cc1 (stereo not drawn)	?	130.0%[activator]	?	-0.8%	?	0.9	-13.5
Cc1ccc(-c2nnc(SCCC(=O)N3CCOCC3)o2)cc1	-3.9%	9.1%	81.2%[activator]	-3.4%	?	32.1*	52.1
COc1cccc(NC(=O)CCS(=O)(=O)c2ccc(Br)cc2)c1	-0.4%	-21.8%	1.4%	4.9%	17.7%	-2.1	-3.6
CCOc1cc(/C=N/NC(=O)COc2ccc(C)cc2)ccc1OC(=O)c1cccs1	-6.3%	1.3%	7.9%	3.4%	15.1%	-2.9	0.6
Cc1ccccc1Cn1nc(C)c(NC(=O)/C=C/c2cnn(C)c2C)c1C	-5.9%	10.8%	?	-0.8%	?	-3.8	-2.2
O=C(/C=C/c1ccc(OC(F)F)cc1)OCC(=O)N1CCc2ccccc21	4.1%	-16.3%	24.7%	/	1.1%	/	/
O=C(CN1CCC(NC(=O)c2cccc(F)c2)CC1)NCc1ccccc1F	-0.2%	9.2%	?	3.8%	/	3.3	6.7
OCCC1CN(Cc2cccn2-c2ncccn2)CCN1C1CCCC1 (stereo not drawn)	0.2%	-17.0%	-16.7%	4.3%	?	0.7	-2.0
COCCNc1nnc(SCC(=O)N(C)c2c(N)n(Cc3ccccc3)c(=O)[nH]c2=O)s1	0.4%	0.4%	-5.9%	/	21.0%	/	/
COc1ccc(C2C(C(=O)Nc3ccccc3OC)=C(C)Nc3nnnn32)c(OC)c1 (stereo not drawn)	-17.7%	21.7%	-15.3%	1.2%	24.0%	-4.2	2.3
Cc1ccc(-c2noc(-c3ccccc3C(=O)N3CCOCC3)n2)cc1	-2.2%	59.7%	/	2.2%	-26.0%	11.7	1.8
O=C1CC(c2ccccc2)Sc2ccccc2N1 (stereo not drawn)	/	-30.6%	32.4%[activator]	-1.6%	/	13.7	16.3
CCS(=O)(=O)c1ccc(C(=O)Nc2ccccc2)c(Cl)c1Cl	-9.4%	-48.8%	43.1%[activator]	-4.5%	?	9.4	4.0
Cc1cccc(NC(=O)c2cccc(S(=O)(=O)NCc3ccccc3)c2)n1	-6.7%	25.2%	-16.1%	/	0.0%	/	/
COc1ccc(C(=O)C/C(=C\C(=O)c2ccc(C)cc2)c2ccccc2)cc1	9.7%	-47.4%	?	4.3%	10.4µM*	7.1	-15.8
O=C(COc1ccc(F)cc1)Nc1ccccc1N1CCOCC1	0.4%	-20.5%	-26.4%	/	?	/	/
CCN(CC)S(=O)(=O)c1ccc(NS(=O)(=O)c2ccc(OC)c([N+](=O)[O-])c2)cc1	-7.6%	-53.9%	5.6%	0.2%	-25.4%	-3.1	-2.1
COc1ccc(Nc2nc(-c3ccccc3)c(C(=O)Nc3cccnc3)s2)cc1	1.2%	-4.2%	-24.5%	4.7%	?	23.5	38.5
CCOc1cccc(NC(=O)c2ccc(S(=O)(=O)N(C)C)cc2)c1	5.4%	-23.2%	?	6.0%	?	1.0	8.8
CN(C)C1=NCCN1CCCC1CCCC1	2.8%	-13.8%	?	/	48.2%[activator]	/	/
COCCCNC(=O)Cn1c(=O)oc2cc(S(=O)(=O)N3CC(C)CC(C)C3)ccc21 (stereo not drawn)	-6.4%	-11.7%	?	-3.9%	36.5%[activator]	2.3	2.2
CCN(CC)C(=S)NC(=O)c1ccc(Cl)cc1Cl	3.2%	-10.9%	/	-8.5%	-27.0%	-2.6	22.2
O=S1(=O)N=C(Nc2ccc(N3CCOCC3)cc2)c2ccccc21	4.0%	-24.5%	12.1%	-4.9%	47.7%[activator]	-1.0	26.6
O=C(Nc1cccc(Cl)c1)c1ccccc1NC(=O)C1CCCCC1C(=O)O (stereo not drawn)	-3.4%	-26.9%	37.4%[activator]	5.0%	9.2%	20.8*	26.9
COc1ccc(OCCC(=O)OCC(=O)NCc2ccco2)cc1	?	17.1%	41.0%[activator]	5.0%	-7.8%	9.1	42.9
NNC(=S)NC1CC2CC1C1C=CCC21 (stereo not drawn)	-19.5%	-29.6%	?	4.2%	?	12.1*	27.7
COC(=O)c1ccc(OCC(O)CN(CCO)CC(O)Cn2ccc3ccccc32)cc1 (stereo not drawn)	-20.1%	163.3%[activator]	-28.0%	-0.5%	?	7.6	-16.0
NC(=O)CC(NC(=O)c1ccccc1)c1ccc(N2CCC(N3CCCC3)CC2)c([N+](=O)[O-])c1 (stereo not drawn)	-9.8%	-37.0%	40.9%[activator]	-3.3%	57.3%[activator]	1.1	-2.3
Cn1cc(S(=O)(=O)N2CCCC2)cc1C(=O)Nc1cccc(C(F)(F)F)c1	-5.5%	0.2%	?	8.8%	-1.3%	-1.7	2.2
CCCC(=O)Nc1nc(C)c(-c2csc(Nc3ccccc3C)n2)s1	-11.2%	-5.7%	11.7µM*	-9.2%	?	7.9	-13.8
O=C(Nc1ccc(N2CCCC2)cc1)c1ccc(Br)o1	-8.4%	-9.8%	?	-28.4%	?	58.5*	70.5*
CC(=O)C1=C(C)NC(=S)NC1c1cccc([N+](=O)[O-])c1 (stereo not drawn)	3.2%	-20.1%	0.0%	-13.7%	5.6%	-0.7	-21.7
O=C(Nc1nc2ccc(Cl)cc2s1)c1ccc(N2CCCCC2)c([N+](=O)[O-])c1	-2.4%	-16.6%	?	5.6%	?	-0.9	10.6
Cc1occc1-c1nnc(-c2cc([N+](=O)[O-])cc([N+](=O)[O-])c2)o1	-5.8%	-42.2%	10.4µM*	-2.4%	29.1%	11.1	18.1
N#Cc1ccc(-c2ccc(F)cc2)nc1Sc1ccc(F)cc1	8.5%	-5.9%	19.4%	1.2%	93.1%[activator]	-1.6	17.5
S=C(NC1CCCCC1)N1CCN(Cc2ccccc2)CC1	3.9%	-5.6%	10.8%	1.2%	?	-3.3	12.8
COC(=O)COc1cccc2c(=O)n(CC(=O)NCCc3ccccc3)ccc12	-2.0%	3.7%	24.0%	-0.5%	-7.3%	-5.1	-13.5
CCN(CC)C(=O)Cn1cc(S(=O)(=O)CC(=O)Nc2ccc(C(N)=O)cc2)c2ccccc21	2.8%	2.6%	-6.6%	-3.9%	?	-1.1	-11.8
O=C(NC(Cc1c[nH]c2ccccc12)C(=O)N1CCOCC1)c1cccs1 (stereo not drawn)	-0.9%	-0.2%	31.6%[activator]	4.2%	52.8%[activator]	6.8	17.3
CCSc1nnc(NC(=O)CCN2C(=O)C3CCCCC3C2=O)s1 (stereo not drawn)	-2.8%	-13.9%	21.9%	/	-34.7%	/	/
CCn1cc(C(=O)NCCC(=O)OC)c(=O)c2cc3c(cc21)OCO3	14.0%	-8.9%	36.0%[activator]	-0.3%	11.0%	-1.4	18.5
CN1CCCN(C(=O)c2cc3c(s2)CCCC3)CC1	1.1%	-16.2%	13.9%	0.6%	0.6%	3.2	23.5
COc1ccc(S(=O)(=O)N2CCN(C(=O)[C@@H]3CCC(=O)N3C3OC(=O)c4ccccc43)CC2)cc1 (stereo partly drawn)	0.9%	-13.3%	13.1%	-0.9%	26.2%	-2.0	-9.7
CC(C)N1CCC(NC(=O)Nc2ccccc2)CC1	6.7%	-30.2%	-5.1%	0.2%	18.1%	-2.5	2.8
COc1ccc(CC(NC(C)=O)C(=O)NC2CCN(c3c4c(nc5ncnn35)CCC4)CC2)cc1 (stereo not drawn)	-0.3%	30.0%	?	2.7%	1.8%	4.0	-6.1
COc1ccccc1OCc1nnc(SCC(=O)NCc2ccco2)n1Cc1ccco1	-10.8%	10.4%	-17.8%	4.8%	43.0%[activator]	-7.4	-25.1
Cc1nnc(N(C)C(=O)c2ccncc2)s1	0.3%	-10.2%	-5.6%	-3.5%	16.4%	-2.0	-17.7
Cc1[nH]c2ccccc2c1C(=O)CNc1nccs1	-8.0%	-14.4%	-27.3%	-5.5%	?	8.1	38.0
COc1ccc(CN2C(=O)c3ccccc3C2=O)cc1C(=O)Nc1ccc(C)cc1C	3.0%	-18.6%	30.7%[activator]	-0.3%	18.2%	-1.4	-3.8
COc1cccc(/C=C2\C=C(c3ccc(C)cc3)OC2=O)c1OC(C)=O	1.1%	-24.0%	-27.3%[0.00184 µM]	-2.6%	32.9%[activator]	1.6	11.6
CC(C)(Oc1ccc(Br)cc1)C(=O)N1CCc2ccccc21	-4.5%	-13.5%	?	4.4%	/	-2.5	49.7
CCN(CC)S(=O)(=O)c1ccc(/C=C/C(=O)OCC(=O)NCc2cccs2)cc1	-2.6%	-14.3%	?	/	3.3%	/	/
Cc1csc(NC(=O)CSc2nnc(C)c(=O)n2N)n1	-3.8%	-12.9%	32.4%[activator]	-6.2%	34.4%[activator]	8.7	-4.0

3 entries from above, reformatted.
Values in the order: Tb PYK inh | AmpC no deterg | Pf growth 48h | LmPK inhibitor | Pf growth 96h | CHX counter | Shiga toxin inh
CCOCCCNC(=O)C1(O)c2ccccc2NC(=O)N1c1ccc(Cl)cc1 (stereo not drawn)
→ -3.1% | -20.9% | 0.8%[0.00184 µM] | -1.4% | ? | 11.5 | 64.5
Cc1ccc(N2C(=O)/C(=C/c3ccc(CN(CCC#N)S(C)(=O)=O)o3)C(=O)NC2=S)cc1
→ ? | -27.3% | 24.0% | 15.0% | ? | 1.7 | -9.7
COc1ccc(/C=C(/NC(=O)c2ccccc2)C(=O)NCc2ccncc2)cc1
→ -0.6% | 0.8% | 48.0%[activator] | 0.3% | 52.7%[activator] | -1.5 | -4.2

Compound activity deposited in PubChem BioAssay by National Center for Advancing Translational Sciences (NCATS).
